Assay outcomes as filed in PubChem BioAssay.
NSD2 inh – inhibitors of human NSD2 methyltransferase; inhibition, % at 12.5 µM; O96028; NSD2-SET H3K36me1 DELFIA fluorescence, biochemical; 44,000 compounds, 0.07% hits; in the data active = inhibition above about 54%, passing the limit was not always enough;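 also: inhibitors reduce the monomethyl H3K36 fluorescence signal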
Target sequence (O96028 whole entry, looked up): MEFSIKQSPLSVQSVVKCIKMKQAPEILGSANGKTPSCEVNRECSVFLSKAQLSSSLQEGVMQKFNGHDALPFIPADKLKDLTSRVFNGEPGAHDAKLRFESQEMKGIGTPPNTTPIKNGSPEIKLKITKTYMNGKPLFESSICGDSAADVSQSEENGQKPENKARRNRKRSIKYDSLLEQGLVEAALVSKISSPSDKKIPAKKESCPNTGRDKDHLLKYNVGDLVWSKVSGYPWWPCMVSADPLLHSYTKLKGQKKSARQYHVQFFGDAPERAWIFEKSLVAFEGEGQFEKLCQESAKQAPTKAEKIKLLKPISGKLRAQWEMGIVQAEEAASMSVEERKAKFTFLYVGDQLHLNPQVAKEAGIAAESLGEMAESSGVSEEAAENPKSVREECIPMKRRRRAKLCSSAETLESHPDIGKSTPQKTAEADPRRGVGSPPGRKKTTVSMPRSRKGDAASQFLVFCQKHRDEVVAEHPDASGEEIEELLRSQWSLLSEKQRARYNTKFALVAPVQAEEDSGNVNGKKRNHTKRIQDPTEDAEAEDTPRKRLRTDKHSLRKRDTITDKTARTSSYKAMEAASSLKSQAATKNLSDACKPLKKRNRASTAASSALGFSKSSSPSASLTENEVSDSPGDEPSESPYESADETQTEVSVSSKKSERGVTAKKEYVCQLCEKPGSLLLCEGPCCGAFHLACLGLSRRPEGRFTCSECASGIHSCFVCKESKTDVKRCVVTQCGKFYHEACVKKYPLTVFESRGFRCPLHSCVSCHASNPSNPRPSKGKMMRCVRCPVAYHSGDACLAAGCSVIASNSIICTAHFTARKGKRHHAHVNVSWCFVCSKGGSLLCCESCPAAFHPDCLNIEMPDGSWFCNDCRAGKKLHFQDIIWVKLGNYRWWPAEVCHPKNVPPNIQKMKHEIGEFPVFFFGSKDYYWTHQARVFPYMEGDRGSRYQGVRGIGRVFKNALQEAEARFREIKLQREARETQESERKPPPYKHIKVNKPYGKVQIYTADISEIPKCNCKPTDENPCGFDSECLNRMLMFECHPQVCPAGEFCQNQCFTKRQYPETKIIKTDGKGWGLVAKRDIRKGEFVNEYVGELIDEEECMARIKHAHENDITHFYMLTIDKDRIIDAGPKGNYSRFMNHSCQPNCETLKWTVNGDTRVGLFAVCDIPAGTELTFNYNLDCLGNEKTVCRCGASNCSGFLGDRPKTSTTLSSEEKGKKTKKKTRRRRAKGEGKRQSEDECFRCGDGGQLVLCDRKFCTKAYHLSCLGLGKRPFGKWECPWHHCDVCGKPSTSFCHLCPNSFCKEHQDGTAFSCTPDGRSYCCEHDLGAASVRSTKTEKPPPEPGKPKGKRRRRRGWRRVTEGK
Active calls of the source: *. Not all compounds are listed; rates above refer to the full screens.

Start of the listing, in advance:
No.	SMILES	NSD2 inh
1	CC(C)NC(=O)N(C)C[C@@H]1Oc2ccc(NC(=O)CCCN(C)C)cc2C(=O)N([C@@H](C)CO)C[C@H]1C	-3
2	CC1=NN(c2cc(Cl)cc(Cl)c2)C(=O)CC1	2
3	Cc1noc(C)c1NC(=O)N(C)C[C@@H]1Oc2ncc(C#CCN(C)C)cc2C(=O)N([C@@H](C)CO)C[C@@H]1C	1

Results, from the first entry:
No.	SMILES	NSD2 inh
1	CC(C)NC(=O)N(C)C[C@@H]1Oc2ccc(NC(=O)CCCN(C)C)cc2C(=O)N([C@@H](C)CO)C[C@H]1C	-3
2	CC1=NN(c2cc(Cl)cc(Cl)c2)C(=O)CC1	2
3	Cc1noc(C)c1NC(=O)N(C)C[C@@H]1Oc2ncc(C#CCN(C)C)cc2C(=O)N([C@@H](C)CO)C[C@@H]1C	1
4	CC(C)NC(=O)Nc1ccc2c(c1)CC(=O)N([C@@H](C)CO)C[C@H](C)[C@@H](CN(C)S(=O)(=O)c1cccs1)O2	-1
5	C[C@H](CO)N1C[C@H](C)[C@@H](CN(C)Cc2ccc(C(=O)O)cc2)Oc2ncc(C#CCN(C)C)cc2C1=O	-5
6	COc1ccc(S(=O)(=O)Nc2cccc3c2O[C@H](CN(C)C)[C@H](C)CN([C@H](C)CO)C3=O)cc1	-1
7	Cc1ccc(S(=O)(=O)N(C)C[C@@H]2Oc3ccc(NC(=O)c4ccncc4)cc3CC(=O)N([C@@H](C)CO)C[C@H]2C)cc1	-1
8	COc1ccc(NC(=O)N(C)C[C@H]2OCCCC[C@@H](C)Oc3ccc(NC(=O)Nc4c(C)noc4C)cc3C(=O)N([C@H](C)CO)C[C@@H]2C)cc1	-2
9	Cc1noc(C)c1NC(=O)N(C)C[C@H]1Oc2c(NS(=O)(=O)c3cn(C)cn3)cccc2C(=O)N([C@@H](C)CO)C[C@@H]1C	0
10	CCCC#Cc1ccc2c(c1)O[C@@H](CN(C)CCC)[C@@H](C)CN([C@H](C)CO)S2(=O)=O	-6
11	C[C@H](CO)N1C[C@H](C)[C@@H](CN(C)S(=O)(=O)c2cn(C)cn2)Oc2ccc(NC(=O)Cc3ccccc3)cc2CC1=O	1
12	O=C(C[C@H]1C[C@@H]2c3cc(NS(=O)(=O)c4ccccc4)ccc3O[C@@H]2[C@@H](CO)O1)N1CCOCC1	-3
13	COc1ccc(NC(=O)N(C)C[C@@H]2Oc3ccc(NC(=O)Cn4cnnn4)cc3C(=O)N([C@@H](C)CO)C[C@H]2C)cc1	0
14	Cc1noc(C)c1S(=O)(=O)Nc1ccc2c(c1)CC(=O)N([C@@H](C)CO)C[C@H](C)[C@H](CN(C)C(=O)Nc1cccc3ccccc13)O2	-1
15	C[C@H](CO)N1C[C@H](C)[C@@H](CN(C)C(=O)c2ccc3c(c2)OCO3)Oc2ncc(/C=C/c3ccccc3)cc2C1=O	-2
16	C[C@@H]1CN([C@@H](C)CO)C(=O)c2ccccc2-c2ccccc2CO[C@@H]1CN(C)Cc1ccncc1	-8
17	COc1ccc(NC(=O)Nc2ccc3c(c2)C(=O)N([C@@H](C)CO)C[C@H](C)[C@H](CN(C)CC2CCCCC2)OCCCC[C@H](C)O3)cc1	9
18	Cc1ccc(OC(=O)N(C)C[C@H]2OCc3ccccc3-c3ccccc3C(=O)N([C@H](C)CO)C[C@@H]2C)cc1	-1
19	Cc1noc(C)c1NC(=O)Nc1cccc2c1O[C@@H](CN(C)S(=O)(=O)c1ccc(Cl)cc1)[C@@H](C)CN([C@@H](C)CO)C2=O	2
20	COc1ccc(C(=O)NC(CC(C)C)C(=O)O)cc1OC (configuration not stated)	3
21	C[C@@H](NC(=O)C[C@@H]1CC[C@H](NC(=O)c2cccnc2)[C@H](CO)O1)c1ccccc1	1
22	Cc1noc(C)c1NC(=O)Nc1ccc2c(c1)C(=O)N([C@H](C)CO)C[C@H](C)[C@H](CN(C)Cc1ccc(C(=O)O)cc1)O2	3
23	O=C(CCCCCC(=O)Nc1ccccc1O)N/N=C/[C@@H](O)[C@H](O)[C@H](O)CO	-3
24	C[C@@H]1CN([C@@H](C)CO)C(=O)c2cc(-c3ccccc3F)cnc2O[C@H]1CN(C)C(=O)C1CCOCC1	4
25	C[C@@H]1CCCCO[C@@H](CN(C)C(=O)Cc2ccccc2)[C@@H](C)CN([C@H](C)CO)C(=O)c2cc(NS(=O)(=O)c3cccs3)ccc2O1	-6

Quoted at random: two compounds from above.
No.	SMILES	NSD2 inh
12	O=C(C[C@H]1C[C@@H]2c3cc(NS(=O)(=O)c4ccccc4)ccc3O[C@@H]2[C@@H](CO)O1)N1CCOCC1	-3
3	Cc1noc(C)c1NC(=O)N(C)C[C@@H]1Oc2ncc(C#CCN(C)C)cc2C(=O)N([C@@H](C)CO)C[C@@H]1C	1

Back to the main list, repeating the 2 entries before the break.
No.	SMILES	NSD2 inh
24	C[C@@H]1CN([C@@H](C)CO)C(=O)c2cc(-c3ccccc3F)cnc2O[C@H]1CN(C)C(=O)C1CCOCC1	4
25	C[C@@H]1CCCCO[C@@H](CN(C)C(=O)Cc2ccccc2)[C@@H](C)CN([C@H](C)CO)C(=O)c2cc(NS(=O)(=O)c3cccs3)ccc2O1	-6
26	COc1ccc(CN(C)C[C@H]2OCCCC[C@@H](C)Oc3ccc(NS(=O)(=O)c4ccc(OC)cc4)cc3C(=O)N([C@@H](C)CO)C[C@H]2C)cc1	-1
27	C[C@@H]1CN([C@H](C)CO)C(=O)c2cc(NC(=O)CCCN(C)C)ccc2O[C@H]1CN(C)CC1CCCCC1	1
28	CN1CCCN=C1/C=C/c1cccs1	2
29	COc1ccc(S(=O)(=O)Nc2ccc3c(c2)CC(=O)N([C@H](C)CO)C[C@H](C)[C@@H](CN(C)S(C)(=O)=O)O3)cc1	5
30	CC(C)NC(=O)N(C)C[C@@H]1Oc2ccc(NC(=O)CCCCCC(=O)Nc3ccccc3N)cc2CC(=O)N([C@H](C)CO)C[C@@H]1C	8
31	O=C(O)CCCCCC(=O)N/N=C/c1ccccc1[N+](=O)[O-]	-2
32	Cc1noc(C)c1S(=O)(=O)Nc1ccc2c(c1)C(=O)N([C@@H](C)CO)C[C@H](C)[C@@H](CN(C)Cc1ccccc1)OCCCC[C@H](C)O2	-1
33	Cc1ccc(S(=O)(=O)N(C)C[C@@H]2Oc3ccc(NC(=O)Cn4cnnn4)cc3C(=O)N([C@@H](C)CO)C[C@@H]2C)cc1	1
34	C[C@H](CO)N1C[C@H](C)[C@@H](CN(C)Cc2ccccn2)Oc2ncc(Br)cc2C1=O	-7
35	COc1ccc(-c2ccc3c(c2)O[C@@H](CN(C)CC2CCOCC2)[C@H](C)CN([C@@H](C)CO)S3(=O)=O)cc1	-3
36	C[C@H](CO)N1C[C@H](C)[C@@H](CN(C)C(=O)Nc2ccc(C(F)(F)F)cc2)Oc2ccc(NC(=O)c3ccncc3)cc2CC1=O	2
37	Cc1ccc(S(=O)(=O)Nc2ccc3c(c2)C(=O)N([C@@H](C)CO)C[C@H](C)[C@@H](CN(C)S(=O)(=O)c2ccc(F)cc2)OCCCC[C@H](C)O3)cc1	1
38	C[C@@H]1CCCCO[C@@H](CN(C)Cc2ccncc2)[C@H](C)CN([C@H](C)CO)C(=O)c2cc(NC(=O)NC3CCCCC3)ccc2O1	-1
39	CN1CCN(C(=O)C2=C[C@@H](C3CCCCC3)C[C@@H](OCCCCO)O2)CC1	4
40	COC(=O)C[C@H]1C[C@@H]2c3cc(NC(=O)C4CCC4)ccc3O[C@@H]2[C@@H](CO)O1	0
41	C/C=C/c1cnc2c(c1)C(=O)N([C@@H](C)CO)C[C@H](C)[C@@H](CN(C)Cc1ccncc1)O2	-2
42	C[C@@H]1CN([C@@H](C)CO)C(=O)c2cc(C#Cc3ccccc3F)cnc2O[C@H]1CN(C)C(=O)Cc1ccncc1	-9
43	Cc1noc(C)c1NC(=O)Nc1cccc2c1O[C@@H](CN(C)Cc1ccc(Cl)c(Cl)c1)[C@@H](C)CN([C@H](C)CO)C2=O	1
44	CC(C)NC(=O)Nc1ccc2c(c1)C(=O)N([C@H](C)CO)C[C@H](C)[C@H](CN(C)C(=O)c1ccccc1)OCCCC[C@@H](C)O2	-5
45	COc1cccc(S(=O)(=O)N(C)C[C@H]2OCc3ccccc3-c3c(n(C)c4ccccc34)C(=O)N([C@@H](C)CO)C[C@H]2C)c1	1
46	CCCN(C)C[C@H]1Oc2cc(C#Cc3cccc(F)c3)ccc2S(=O)(=O)N([C@H](C)CO)C[C@H]1C	-5
47	CC(C)NC(=O)N(C)C[C@H]1OCCCC[C@@H](C)Oc2ccc(NC(=O)CCCN(C)C)cc2C(=O)N([C@H](C)CO)C[C@@H]1C	4
48	COc1ccccc1S(=O)(=O)N(C)C[C@@H]1OCc2cn(nn2)CCCC(=O)N([C@@H](C)CO)C[C@@H]1C	-6
49	C[C@H](CO)N1C[C@H](C)[C@@H](CN(C)C(=O)Nc2ccc(F)cc2)Oc2ncc(-c3cccnc3)cc2C1=O	-1
50	C[C@@H]1CCCCO[C@H](CN(C)C(=O)c2ccncc2)[C@H](C)CN([C@H](C)CO)C(=O)c2cc(NS(C)(=O)=O)ccc2O1	-4
51	O=C(C[C@H]1C[C@@H]2c3cc(NC(=O)C4CCC4)ccc3O[C@@H]2[C@@H](CO)O1)NC1CCCC1	-2
52	C=C1C[C@@]23CCC4[C@](C)(C(=O)O)CCC[C@@]4(C)[C@]2(O)CCC1C3 (some centres not stated)	-1
53	C[C@@H]1CN([C@H](C)CO)S(=O)(=O)c2ccc(C3=CCCC3)cc2O[C@@H]1CN(C)Cc1cccc(C(=O)O)c1	-8
54	C[C@H]1CN([C@@H](C)CO)C(=O)Cc2cc(N(C)C)ccc2O[C@@H]1CN(C)Cc1ccc(Cl)c(Cl)c1	-2
55	Cc1nc2ccc(NC(=S)NCCCO)cc2nc1C	-7
56	CNC[C@H]1Oc2cc(C#CC3(O)CCCC3)ccc2S(=O)(=O)N([C@@H](C)CO)C[C@@H]1C	4
57	C[C@@H]1CN([C@H](C)CO)C(=O)c2cc(C#Cc3ccncc3)cnc2O[C@H]1CN(C)CC1CCOCC1	6
58	CC(C)NC(=O)N(C)C[C@@H]1Oc2ccc(NC(=O)Cn3cnnn3)cc2C(=O)N([C@H](C)CO)C[C@H]1C	6
59	C[C@H](CO)N1C[C@H](C)[C@H](CN(C)C(=O)C2CC2)Oc2cc(C#Cc3ccccc3)ccc2S1(=O)=O	-9
60	CC(=O)N(C)C[C@@H]1Oc2cc(C#Cc3ccccc3F)ccc2S(=O)(=O)N([C@H](C)CO)C[C@@H]1C	-6
61	CSC(N)=Nc1csc(C(F)(F)F)c1-c1ccccc1	3
62	COc1ccc(NC(=O)Nc2ccc3c(c2)CC(=O)N([C@H](C)CO)C[C@H](C)[C@@H](CN(C)Cc2ccc(C(F)(F)F)cc2)O3)cc1	4
63	COc1ccc(NC(=O)N(C)C[C@H]2OCCCC[C@H](C)Oc3ccc(NC(=O)c4ccncc4)cc3C(=O)N([C@H](C)CO)C[C@@H]2C)cc1	5
64	COCC#Cc1cnc2c(c1)C(=O)N([C@@H](C)CO)C[C@@H](C)[C@H](CN(C)S(=O)(=O)c1cccc(OC)c1)O2	-8
65	C[C@H](CO)N1C[C@H](C)[C@@H](CN(C)Cc2ccccc2)Oc2ccc(NC(=O)Cn3cnnn3)cc2C1=O	5
66	C[C@H](CO)N1C[C@H](C)[C@@H](CN(C)C(=O)NC2CCCCC2)Oc2ccc(NC(=O)Nc3ccccc3)cc2C1=O	-3
67	C[C@@H]1CCCCO[C@H](CN(C)CC2CCCCC2)[C@@H](C)CN([C@H](C)CO)C(=O)c2cc(NS(=O)(=O)c3cn(C)cn3)ccc2O1	1
68	C[C@@H]1CN([C@H](C)CO)C(=O)Cc2cc(NC(=O)Cn3cnnn3)ccc2O[C@H]1CN(C)Cc1ccc2c(c1)OCO2	-1
69	COCC(=O)N(C)C[C@@H]1Oc2cc(C3=CCCC3)ccc2S(=O)(=O)N([C@H](C)CO)C[C@@H]1C	1
70	C[C@H](CO)N1C[C@H](C)[C@H](CN(C)C(=O)c2ccc(F)cc2)Oc2ncc(C#CCN(C)C)cc2C1=O	-2
71	C[C@@H]1CN([C@@H](C)CO)C(=O)c2cc(NS(=O)(=O)c3ccccc3)ccc2O[C@@H]1CN(C)Cc1ccc2c(c1)OCO2	-5
72	C[C@@H]1CN([C@@H](C)CO)C(=O)c2cc(NC(=O)C3CCCCC3)ccc2O[C@@H](C)CCCCO[C@@H]1CN(C)C(=O)Nc1ccc(F)cc1	-5
73	C#C[C@]1(O)CC[C@H]2[C@@H]3CCC4=C(CCC(=O)C4)[C@H]3CC[C@@]21C	1
74	C[C@H](CO)N1C[C@H](C)[C@H](CN(C)CC2CC2)Oc2c(NC(=O)Nc3ccc(C(F)(F)F)cc3)cccc2C1=O	5
75	C[C@H]1CN([C@@H](C)CO)C(=O)c2cccc(NC(=O)C3CC3)c2O[C@H]1CN(C)CC1CCCCC1	6

As entered above:
Under NSD2 inh, COCC(=O)N(C)C[C@@H]1Oc2cc(C3=CCCC3)ccc2S(=O)(=O)N([C@H](C)CO)C[C@@H]1C has the entry 1
Under NSD2 inh, C[C@@H]1CN([C@H](C)CO)C(=O)c2cc(C#Cc3ccncc3)cnc2O[C@H]1CN(C)CC1CCOCC1 has the entry 6

New compounds follow:
No.	SMILES	NSD2 inh
76	O=C(O)C12CC3CC(C1)CC(n1ncc(NCc4ccc(F)cc4)c(Cl)c1=O)(C3)C2	-2
77	C[C@H]1CN([C@@H](C)CO)C(=O)Cc2cc(NC(=O)Nc3ccccc3)ccc2O[C@@H]1CN(C)CC1CC1	-4
78	CCCN(C)C[C@H]1Oc2cc(C#Cc3cccc(OC)c3)ccc2S(=O)(=O)N([C@@H](C)CO)C[C@H]1C	3
79	Cc1noc(C)c1NC(=O)Nc1ccc2c(c1)C(=O)N([C@H](C)CO)C[C@H](C)[C@H](CN(C)C(=O)NC(C)C)OCCCC[C@H](C)O2	0
80	O=C(C[C@@H]1C[C@@H]2c3cc(NS(=O)(=O)c4ccccc4)ccc3O[C@@H]2[C@@H](CO)O1)N1CCCCC1	5
81	CN1C(=O)N(C)C(=O)C(CCc2ccncc2)(C2(C#N)CCCCC2)C1=O	1
82	CCCC#Cc1cnc2c(c1)C(=O)N([C@@H](C)CO)C[C@H](C)[C@@H](CN(C)Cc1cccnc1)O2	-1
83	O=C(O)C1=C[C@H](c2ccc(Br)cc2)C[C@H](OCCCCO)O1	-1
84	C[C@@H]1CCCCO[C@H](CN(C)C(=O)c2ccncc2)[C@H](C)CN([C@@H](C)CO)C(=O)c2cc(NC(=O)CCC(F)(F)F)ccc2O1	-3
